Screening results from PubChem.
HCV core dimer: HCV core protein dimerization inhibition; TR-FRET GST/Flag-core106 dimerization, 1536-well; inhibition, % at 5 µM; 0.33% of 300,000 active;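 active = inhibition above the mean of all tested compounds plus 3 SD, set per screening campaign, cut at about 45% in these data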
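Test system: GST/Flag-tagged HCV core106 proteins; Medium: KF-containing HEPES buffer, pH 7.45, DTT, CHAPS, BSA; Times: compound-protein-antibody incubation 4 h at 22.5 °C; Detection: TR-FRET 671 and 617 nm emission; Benchmarks: wells lacking GST-core106 and wells with excess unlabelled core106.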
ZTA counter: blocks Epstein-Barr virus ZTA, an EBNA-1 counter-screen; 0.15% of 320,000 active; P03206; ZTA-DNA binding, fluorescence polarization; inhibition, % at 11 µM; in the data active = inhibition above about 33%
Target sequence (P03206 whole entry, looked up): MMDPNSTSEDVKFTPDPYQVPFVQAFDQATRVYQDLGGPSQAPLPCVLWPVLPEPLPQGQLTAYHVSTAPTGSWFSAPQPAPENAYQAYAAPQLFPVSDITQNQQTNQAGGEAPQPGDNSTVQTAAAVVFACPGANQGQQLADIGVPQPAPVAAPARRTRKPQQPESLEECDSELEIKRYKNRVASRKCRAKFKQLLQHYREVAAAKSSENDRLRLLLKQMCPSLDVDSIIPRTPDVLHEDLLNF
Efflux pump inh: blocks antifungal efflux pumps in multiplex yeast assay; S. cerevisiae Candida pump triplex, Nile Red efflux; inhibition, % at 10 µM; 0.44% of 330,000 active; AID 485275;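 active = plate passing quality check with inhibition over a set limit, or well fluorescence over plate mean plus 4 SD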;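 note: Nile Red retained in pooled yeast measured as flow cytometry median fluorescence; 0% = buffer negative control and 100% = Enniatin B positive control; higher means more Nile Red kept so more efflux inhibition; some compounds called inactive have numbers as strong as hits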
PP5 inh: PP5 (human) phosphatase inhibition; P53041; purified PP5c, OMFP substrate fluorescence; inhibition, % at 6.7 µM; 0.18% of 320,000 active; AID 1987;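 active = inhibition above the campaign's mean inhibition across all tested compounds plus 3 SD, cut at about 9.5% in these data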;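 note: 0% = DMSO only and 100% = 100 µM cantharidin control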
Target sequence (P53041 whole entry, looked up): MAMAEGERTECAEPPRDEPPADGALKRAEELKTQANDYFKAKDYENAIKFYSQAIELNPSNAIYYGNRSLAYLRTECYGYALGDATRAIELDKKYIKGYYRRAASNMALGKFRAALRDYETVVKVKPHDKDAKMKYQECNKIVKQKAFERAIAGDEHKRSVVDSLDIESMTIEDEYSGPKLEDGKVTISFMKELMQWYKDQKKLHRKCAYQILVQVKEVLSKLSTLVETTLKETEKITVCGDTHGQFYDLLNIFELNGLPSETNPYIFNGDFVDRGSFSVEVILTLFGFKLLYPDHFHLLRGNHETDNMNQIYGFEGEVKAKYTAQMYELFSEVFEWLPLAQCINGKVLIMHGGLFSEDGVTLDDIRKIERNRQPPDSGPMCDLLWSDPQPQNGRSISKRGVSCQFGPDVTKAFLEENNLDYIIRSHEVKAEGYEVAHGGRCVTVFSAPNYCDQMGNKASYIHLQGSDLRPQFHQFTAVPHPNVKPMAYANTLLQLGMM
PREPL inhibitor: inhibitors of human prolyl oligopeptidase-like enzyme PREPL; 0.68% of 320,000 active; Q4J6C6; inhibition, % at 5.96 µM; recombinant PREPL, fluorescence polarization activity-based probe; in the data active = inhibition above about 43%;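 note: 0% = enzyme with DMSO and 100% = wells lacking enzyme; many of its hits are not listed in these tables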
EBNA-1 inh: blocks EBNA-1 binding to DNA; EBNA-1 DNA binding, fluorescence polarization; inhibition, % at 14.8 µM; 0.34% of 300,000 active; in the data active = inhibition above about 28%
PP1 counter: counter-screen for PP5 inhibitors: inhibitors of human PP1-alpha | purified PP1alpha, OMFP fluorescence | 0.9% of 320,000 active | AID 2235 | inhibition, % at 6.7 µM;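 active = inhibition above the mean inhibition of all tested compounds plus 3 SD, computed separately for each screening campaign, cut at about 15% in these data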
Target sequence (P62136 whole entry, looked up): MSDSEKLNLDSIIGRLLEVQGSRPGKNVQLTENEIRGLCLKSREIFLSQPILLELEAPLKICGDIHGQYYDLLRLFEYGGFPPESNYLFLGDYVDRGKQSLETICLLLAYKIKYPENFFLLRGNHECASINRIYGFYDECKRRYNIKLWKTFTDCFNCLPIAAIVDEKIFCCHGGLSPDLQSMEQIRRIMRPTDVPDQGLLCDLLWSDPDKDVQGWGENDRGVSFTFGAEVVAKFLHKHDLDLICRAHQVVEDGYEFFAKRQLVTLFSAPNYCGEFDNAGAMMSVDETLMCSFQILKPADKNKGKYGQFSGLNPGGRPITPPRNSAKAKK
Fh CTSL1 inh: cathepsin L1 inhibition, PFM18AAP counter-screen; AID 1906; 0.49% of 300,000 active; recombinant F. hepatica cathepsin L1, Z-Leu-Arg-MCA fluorescence; inhibition, % at 5.96 µM;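 active = inhibition above the mean of all tested compounds plus 3 SD, set per screening campaign, cut at about 17% in these data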;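 note: 0% = plate median of test compound wells and 100% = 1 µM Z-Phe-Ala-diazomethylketone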
TPT1 inhibitor: blocks Candida albicans tRNA 2'-phosphotransferase; 0.81% of 300,000 active; inhibition, % at 5 µM; recombinant caTPT1, FP RNA substrate dephosphorylation;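 active = inhibition above the mean of all tested compounds plus 3 SD, set per screening campaign, cut at about 24% in these data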;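 note: plate controls were DMSO alone for no effect and ferristatin control at 100 nM for full effect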
The depositor's hits bear a star; nt = not tested or not shown. These rows are one share of the data; rates above refer to the full screens.

SMILES	HCV core dimer	ZTA counter	Efflux pump inh	PP5 inh	PREPL inhibitor	EBNA-1 inh	PP1 counter	Fh CTSL1 inh	TPT1 inhibitor
Cc1ccc2nc(-c3ccc(NC(=O)CN4CCN(C(=O)c5ccco5)CC4)cc3)sc2c1	36	17	0.0	2.4	14	3	6	3	3
CCCC(=O)Nc1c2c(nn1-c1ccc([N+](=O)[O-])cc1)CS(=O)(=O)C2	1	4	-0.2	-3.1	9	9	-3	7	-1
COC(=O)c1ccc(C2c3c(oc4cc(C)c(C)cc4c3=O)C(=O)N2CCCN(C)C)cc1 (centres undefined)	4	14	0.1	-1.8	-2	0	-5	3	2
Cc1nc2sccn2c(=O)c1S(=O)(=O)N1CCN(c2ccc(F)cc2)CC1	3	5	-0.1	0.9	9	-4	0	0	-3
CCC(CC)C1C(C#N)=C(N)Oc2cc(C)oc(=O)c21 (centres undefined)	-1	-14	0.1	-2.3	-4	3	0	1	3
O=C(NCc1cccnc1)C1CC(=O)N(CCc2ccccc2)C1 (centres undefined)	-1	-12	0.0	0.7	1	7	-1	-4	0
Cc1nn(C)cc1CNC(=O)C1C2CCC(O2)C1C(=O)O (centres undefined)	-9	-11	0.1	70*	8	-16	62*	-2	-3
CC1CN(CC(=O)NCc2ccccc2)CC(C)O1 (centres undefined)	-7	-2	0.1	-0.7	-2	-7	0	-8	5
Cc1cccc(N2CCC(NCc3c(C(=O)N4CCCCC4)nc4c(C)cccn34)CC2)c1	1	11	-0.1	1.2	19	10	-1	-1	-10
COc1cccc(C2=NN(C(=O)c3cccs3)C(O)(C(F)(F)F)C2)c1 (centres undefined)	4	27	0.0	4.4	0	-9	-19	-1	0
CCOC(=O)N1CCC(NC(=O)c2cc(C(=O)Nc3ccc(F)cc3F)ccc2CO)CC1	-6	-10	-0.1	2.9	-5	-11	0	-5	-5
CCS(=O)(=O)N1CCC(C(=O)Oc2ccc(C(=O)OC)cc2)CC1	4	-9	-0.1	1.3	3	4	-5	-1	1
Cn1c([N+](=O)[O-])cnc1N1CCN(c2nncs2)C1=O	-15	-13	0.4	2.2	13	-10	4	4	-3
Cc1cccc(NC2=C(NCCO)C(=O)c3ccccc3C2=O)c1	-41	-5	0.4	3.9	17	-8	4	5	0
CCN(c1ccccc1)S(=O)(=O)c1cc2c(cc1C)N(C)CCO2	-3	-16	-0.1	2.6	3	-11	-3	-3	-4
CCOc1ccc(N=Nc2c(=O)[nH]n3c(C)cc(C)nc23)cc1	-26	3	1.4	-0.2	-4	-15	5	-5	16
CC(C)Oc1c(Br)cc(Br)cc1/C=N/NC(N)=S	-2	8	0.1	0.9	-8	-14	2	13	3
COc1ccccc1NC(C)C(=O)N/N=C/c1cccs1 (centres undefined)	-5	-5	-0.1	-0.7	-2	1	-3	0	3
O=C(CSc1nnnn1-c1ccc2c(c1)OCO2)NCc1cccs1	3	-4	0.1	1.9	-11	-8	0	-1	1
CC(=O)Nc1ccc(NC(=O)CN(c2ccccc2Cl)S(C)(=O)=O)cc1	0	-3	0.1	3.7	-1	-6	-5	-3	0
CC(=O)NCCC(=O)Nc1cc(S(=O)(=O)N2CCOCC2)ccc1Oc1ccccc1	9	9	-0.1	1.6	3	6	2	-3	2
CCOc1c(Br)cc(CNCc2cccs2)cc1OC	-8	-8	-0.1	0.1	-4	7	4	-1	0
Cc1nnc(SCC(=O)N2CCCC(N3CCN(c4ccc(F)cc4)CC3)C2)o1 (centres undefined)	-6	-8	0.3	3.6	-2	-2	0	-1	-1
O=C(CCC(=O)OCC(F)(F)C(F)F)Nc1ccc(Cl)cc1	-1	2	0.0	-1.8	-2	10	-1	-2	-1
CC(c1ccco1)N(C(=O)c1ccccc1NS(=O)(=O)c1cc([N+](=O)[O-])ccc1Cl)c1ccccn1 (centres undefined)	4	5	0.0	-2.1	-3	19	-1	-2	-2
(list continues)
SMILES	HCV core dimer	ZTA counter	Efflux pump inh	PP5 inh	PREPL inhibitor	EBNA-1 inh	PP1 counter	Fh CTSL1 inh	TPT1 inhibitor
COc1ccc(NS(=O)(=O)c2cc(NC(=O)Cc3cccs3)ccc2C)cc1	5	0	0.2	0.8	0	-5	0	5	-1
COc1ccc(NC(=O)c2ccc3c(c2)C(=O)N(Cc2cccnc2)C3=O)cc1	9	11	-0.1	2.3	2	-1	-3	-4	-1
CCCCNC(=O)Cn1c(=O)c2c(ncn2CC)n(Cc2ccccc2)c1=O	8	-4	0.0	0.7	6	-3	-3	-2	-2
COc1ccc(S(=O)(=O)N(C)c2ccc(OC(=O)C(C)Oc3ccc(F)cc3)cc2)cc1 (centres undefined)	0	-6	-0.1	2.2	-5	2	-3	-5	-2
CN(C)c1ccc(S(=O)(=O)N(C)C)cc1NC(=O)Cc1cccc2ccccc12	-4	-13	-0.2	2.4	29	-5	1	1	-5
COc1ccc(C(=O)N/N=C/c2sc(N3CCOCC3)nc2-c2ccccc2)cc1OC	-13	-3	-0.1	0.8	12	-8	-7	1	7
S=C(Nc1ccccc1)N1CCN(C2CCCCC2)CC1	3	7	0.0	-1.6	-3	4	-2	-2	4
CCC(=O)Nc1cc2[nH]c(=O)cc(C)c2cc1C	2	8	-0.1	-1.9	3	3	-3	0	-1
COc1ccccc1NC(=O)CSc1ncc(CO)n1Cc1ccc(F)cc1	0	-3	0.0	3.1	4	-7	-5	-2	2
Cc1cccc(NC(=O)C(C)Sc2nc3ccccc3c(=O)n2CCCN2CCOCC2)c1 (centres undefined)	nt	-3	0.3	-0.4	1	nt	0	nt	nt
Cn1nc([N+](=O)[O-])nc1Sc1ccc(Cl)cc1	-1	-10	0.8*	3.1	3	-3	-1	0	5
COc1ccccc1NC(=O)Nc1nc(CC(=O)Nc2ccc(OC)c(OC)c2)cs1	0	-7	0.1	-0.7	14	-13	0	10	0
O=C(Cc1ccccc1)Nc1ccccc1C(=O)NCC1CCCO1 (centres undefined)	-33	-4	0.0	2.9	-8	-5	1	-1	2
COc1ccccc1/C=N/NC(=O)c1cccc(OC(F)(F)C(F)F)c1	-4	-7	-0.3	3.6	8	-14	-2	0	2
Cc1ccc(-n2cc(C(=O)c3ccc4ccccc4c3O)cn2)cc1	-1	1	-0.3	1.4	5	0	3	0	-2
COc1cccc(C(=O)NN2c3ccccc3CCc3ccccc32)c1	4	-2	0.4	2.4	-2	-7	10	-1	-2
Cc1ccc(N2CCN(/N=C/c3cccs3)CC2)cc1	-3	14	0.0	-0.9	11	16	0	8	0
CC(=O)Oc1ccc2c(=O)oc(-c3ccccc3C)nc2c1	4	-13	0.1	2.5	1	-10	-2	-19	2
Cc1c(N=C2C(=O)Nc3ccccc32)c(=O)n(-c2ccccc2)n1C	0	-2	0.2	-0.3	14	-8	-2	-2	2
Cc1cccc(NC(=O)COC(=O)c2ccc(C)c(S(=O)(=O)N3CCCCC3)c2)c1	nt	10	0.7	5.7	7	nt	-2	nt	nt
NC(=O)C1CC(=O)N(c2ccc(OCc3ccc(Cl)cc3)cc2)C1 (centres undefined)	-5	-4	0.3	0.0	31	0	-2	1	-1
Cc1cc(C)cc(NC(=O)COC(=O)c2n[nH]c3ccccc23)c1	-5	7	-0.1	1.7	18	4	-2	-3	-2
N#Cc1ccccc1NC(=O)COC(=O)C1CCN(C(=O)c2ccc(Cl)cc2)CC1	nt	-5	-0.2	2.6	6	nt	-1	nt	nt
CCCCn1nc(C(=O)NCC2COc3ccccc3O2)c2ccccc2c1=O (centres undefined)	nt	16	0.1	2.8	-28	nt	1	nt	nt
CCOC(=O)C1=C(C)NC(C)=C(C(=O)OCC)C1C(=O)OCC(=O)NC1(C#N)CCCCC1	-5	-14	0.3	3.1	9	-11	-3	3	4

Entries listed above marked active in PP5 inh:
SMILES,HCV core dimer,Efflux pump inh,PP5 inh,PREPL inhibitor,EBNA-1 inh,TPT1 inhibitor
Cc1nn(C)cc1CNC(=O)C1C2CCC(O2)C1C(=O)O (centres undefined),-9,0.1,70*,8,-16,-3

More entries:
SMILES	HCV core dimer	ZTA counter	Efflux pump inh	PP5 inh	PREPL inhibitor	EBNA-1 inh	PP1 counter	Fh CTSL1 inh	TPT1 inhibitor
COc1ccc(-n2c(CNC(=O)COc3ccc(Cl)cc3)n[nH]c2=S)cc1	2	-20	-0.5	1.2	10	3	-1	-1	-7
CN1CCN(C(=S)NCCc2ccccc2)CC1	0	6	0.0	1.5	-7	9	4	-1	1
FC(F)(F)c1cc(CO[C@@H]2CCCN[C@@H]2c2ccccc2)cc(C(F)(F)F)c1	-10	-7	0.0	0.2	21	-2	2	3	-9
CCc1cccc(NC(=O)CCNS(=O)(=O)c2ccc3c(c2)oc(=O)n3C)c1	-6	-8	0.2	2.4	-7	-4	-2	-6	-3
NC(=O)c1coc(-c2ccccc2)n1	-1	4	0.0	1.6	8	-5	-3	-2	1
Cc1ccc(NC(=S)N/N=C/c2c(C)[nH]c3ccccc23)cc1	-4	-15	-0.1	5.7	37	-7	-3	10	16
O=C(CCSCCc1ccccn1)Nc1cc(F)ccc1F	-5	2	0.1	0.4	0	7	-2	0	0
O=C(NC(=S)Nc1ccc(Cc2ccncc2)cc1)c1ccccc1F	-1	3	-0.1	-0.1	7	0	-1	3	-3
Cc1cc(C)n(-c2nnc(C)n2/N=C/c2cc(Br)ccc2OCc2ccccc2)n1	11	-10	-0.3	2.3	30	-4	3	5	1
COc1cc(NS(=O)(=O)c2c(C)[nH]c(C)c2C(=O)N2CCCCC2)cc(OC)c1OC	-7	-3	0.1	-0.9	-4	-13	-3	-4	1
COc1ccc(S(=O)(=O)N2CCN(c3ccc(F)cc3)CC2)cc1C(=O)N1CCCC1	-12	5	0.0	0.5	-19	-16	10	-4	2
CS(=O)(=O)Nc1ccc(C2=NN(C(=O)c3cccc(F)c3)C(c3cccs3)C2)cc1 (centres undefined)	11	-4	-0.1	1.6	-3	6	0	-3	-2
O=c1[nH]c(-c2ccccc2)nc2sc(-c3ccccc3)cc12	14	14	0.0	0.7	4	7	-4	-1	-3
O=C1N=c2ccccc2=C1c1sc(NS(=O)(=O)c2ccccc2)nc1O	-2	-2	-0.1	2.5	-4	10	0	3	0
CCc1ccc2[nH]c(=O)c(CN(Cc3ccc4c(c3)OCO4)Cc3nnnn3C3CCCC3)cc2c1	1	26	-0.3	4.3	6	9	21*	5	-1
COc1ccc(OC)c(S(=O)(=O)Nc2ccc(C(C)=O)cc2)c1	5	10	0.0	2.1	5	3	-6	-4	2
Cc1cc(Nc2ccc(Br)cc2F)n2nc(C)nc2n1	2	5	0.1	-1.0	1	1	-4	0	-2
CC(NC(=O)c1ccccc1Br)c1nnc(SCC(=O)NC2=NCCS2)n1C (centres undefined)	-2	7	0.0	0.4	9	3	-4	4	0
Cc1nc2ccccc2n1C1CCN(CC(=O)Nc2ccccc2Br)CC1	-4	-4	0.2	0.3	9	-9	-2	5	-1
CCc1cc(=O)oc2c(C)c(OCC(=O)NCCN3CCOCC3)ccc12	-2	0	-0.1	0.0	-3	-3	-1	-2	0
Cc1ccc(C(=O)NNC(=O)c2ccccc2O)cc1S(=O)(=O)N1CCCCC1	0	7	0.0	-1.0	6	-9	3	3	-1
NC(=O)[C@H]1CC2(CC(c3cccc(NC(=O)COc4ccc(Cl)cc4)c3)=NO2)CN1C(=O)c1ccc(Cl)cc1 (some centres undefined)	21	4	-0.3	4.1	-3	3	3	1	0
Cc1cc(C)c(-c2c(O)c3cnn(-c4ccccc4)c3[nH]c2=O)c(C)c1	-6	-15	-0.3	1.9	10	9	-4	0	-1

Arranged by value in HCV core dimer (rising): five of the compounds above.
| mol | HCV core dimer |
| --- | --- |
| Cn1c([N+](=O)[O-])cnc1N1CCN(c2nncs2)C1=O | -15 |
| COc1ccc(S(=O)(=O)N2CCN(c3ccc(F)cc3)CC2)cc1C(=O)N1CCCC1 | -12 |
| FC(F)(F)c1cc(CO[C@@H]2CCCN[C@@H]2c2ccccc2)cc(C(F)(F)F)c1 | -10 |
| CCOc1c(Br)cc(CNCc2cccs2)cc1OC | -8 |
| COc1ccc(NC(=O)c2ccc3c(c2)C(=O)N(Cc2cccnc2)C3=O)cc1 | 9 |
